# HT1080 viability = cytotoxicity in HT1080 fibrosarcoma cells, cell-based, fluorescence readout (AID 620). HT1080 viability, fluorescence; higher % means a stronger effect. one-dose cytotoxicity, % at 10 µM; EC50 in µM for titrated hits. 87,000 tested, 0.42% active;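 note: cells exposed to compound overnight then 4 h with Alamar Blue; 0% = vehicle DMSO and 100% = killing control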
# Spn PMK inh = S. pneumoniae PMK inhibition; AID 539; purified PMK, PK/LDH-coupled NADH absorbance 340 nm; 65,000 tested, 0.49% active; inhibition, % at 10 µM;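 active = top-ranked compounds by inhibition in the single 10 µM screen, taking a fixed number of the strongest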;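 note: 0% = full reaction with DMSO carrier and 100% = background rate without enzyme reaction; no value below 0 was filed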
# LYP inhibition = LYP phosphatase inhibitors, primary screen, biochemical, DiFMUP fluorescence, recombinant catalytic domain, 10 µM (AID 606). recombinant LYP catalytic domain, DiFMUP fluorescence; higher % means a stronger effect. inhibition, % at 10 µM, or IC50 in µM where a hit was titrated. 52,000 tested, under 10 active;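 active = IC50 under 40 µM in the dose-response test; inactive = IC50 of 40 µM or more, or never dose-tested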
# Spn MK inh = S. pneumoniae mevalonate kinase inhibition; purified MK, PK/LDH-coupled NADH absorbance 340 nm; inhibition, % at 10 µM; 65,000 tested, 0.48% active; AID 555;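 active = ranked among the strongest by inhibition in the single 10 µM screen, a fixed top-ranked set picked for dose follow-up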; note: no value below 0 was filed
# HPDE-C7 viability = HPDE-C7 pancreatic duct cell viability loss – fluorescence, HTS (AID 430) | 63,000 tested, 1.8% active | HPDE-C7 pancreatic duct cells viability, fluorescence; higher % means a stronger effect | one-dose cytotoxicity, % at 10 µM; EC50 in µM for titrated hits;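 note: cells exposed to compound for 48 hours before viability readout; 0% = vehicle and 100% = reference cytotoxic drug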
# DPM-DC inhibit = S. pneumoniae DPM-DC inhibition; 65,000 tested, 0.49% active; purified DPM-DC, PK/LDH coupled NADH fluorescence; calls only at 10 µM;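 active = the 320 compounds with the highest percent inhibition in the single-dose primary screen, excluding strongly autofluorescent ones, cut at about 32% in these data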;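 note: kinetic rate of NADH fluorescence loss reporting ADP formed by the decarboxylase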
# HPDE-C7K KRASV12 = viability loss of HPDE-C7K cells – cell-based, fluorescence, HTS, primary screen (AID 431); cytotoxicity, % at 10 µM, or EC50 in µM where a hit was titrated; HPDE-C7K KRASV12 cells, Alamar Blue viability, 48 h; higher % means a stronger effect; 63,000 tested, 1.7% active;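 active = compounds whose percent cytotoxicity in the single-dose primary screen, scaled between solvent and toxic-drug controls, exceeds 50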;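 note: 0% = DMSO solvent wells and 100% = doxorubicin-treated wells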
# Bfl-1 inhibitors = Bfl-1 inhibitors, primary screen, biochemical, fluorescence polarization, FITC-Bid, mouse (AID 432); FITC-Bid BH3 peptide fluorescence polarization displacement; higher % means a stronger effect; displacement, % at 20 µM, or IC50 in µM where a hit was titrated; 64,000 tested, 0.02% active; in the data active = a potency from the dose series; inactive = the rest, 99 in 100 with displacement below about 15%; note: strong numbers were not always called active
# Alkaline phosphatase = inhibition of tissue-nonspecific alkaline phosphatase – biochemical, luminescent (AID 518); purified TNAP enzyme, luminescent substrate readout; higher % means a stronger effect; 64,000 tested, 0.09% active; inhibition, % at 20 µM, or IC50 in µM where a hit was titrated; in the data active = a potency from the dose series; inactive = the rest, 99 in 100 with inhibition below about 22%;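 note: plate controls were vehicle for no effect and reference inhibitor for full effect; many of its hits are not listed in these tables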
# Spn PMK inh pilot replicates = second read-out of Spn PMK inh, no call of its own (marks repeat the call); inhibition, %; measured here: pilot screen replicates
# Spn MK inh pilot replicates = also measured in Spn MK inh; calls as there; inhibition, %; measured here: pilot screen replicates
# DPM-DC inhibit pilot screen % = recorded beside DPM-DC inhibit, whose call it bears; inhibition, %; measured here: pilot screen trials
# Active calls of the source: *; i = inactive; . = no result given; + = active, no number. Cut-off read from the data, not from the text of the source, unless noted: active = cytotoxicity above about 50%; inactive = the rest.
SMILES,HT1080 viability,Spn PMK inh,LYP inhibition,Spn MK inh,HPDE-C7 viability,DPM-DC inhibit,HPDE-C7K KRASV12,Bfl-1 inhibitors,Alkaline phosphatase,others
CC(C)c1ccc2c(c1)C(=O)NC(C)(C)C2,3%,0,10%,4,2%,i,8%,-3%,4%,
CC1=C(C(=O)OCc2ccc3c(c2)OCO3)C(c2ccc(Cl)cc2)NC(=O)N1 (stereo not drawn),-8%,2,11%,1,32%,i,41%,-9%,12%,
O=C(CCn1c(=O)oc2ccccc21)Nc1ccon1,-9%,16,-3%,0,.,i,.,.,.,
C=CCn1c(O)c(C(CC)=Nc2ccccc2NC(=O)CC)c(=O)[nH]c1=O,-15%,16,.,11,-19%,i,-15%,-3%,12%,
CC(Nc1nc(N2CCCC2)nc2ccccc12)c1ccccc1 (stereo not drawn),22%,0,1%,3,16%,i,21%,-2%,3%,
CCCS(=O)(=O)N1CCC(C(=O)NCCCOC(C)C)CC1,-6%,3,.,0,-6%,i,-3%,1%,6%,
O=C(c1cnn2ccccc12)N(Cc1ccco1)C1CCCC1,-11%,8,-8%,3,-3%,i,-9%,-2%,4%,
O=C(CSc1nnc(-c2ccccc2)n1C1CCCCC1)N1CCCC1,1%,3,5%,9,-26%,i,-25%,0%,5%,
CCc1nc(NCCCN2CCOCC2)c2oc3ccccc3c2n1,1%,9,4%,10,-10%,i,8%,-7%,11%,Spn PMK inh pilot replicates=2.5;Spn MK inh pilot replicates=0.0;DPM-DC inhibit pilot screen %=0.0
CCn1c(C2CC(=O)N(c3ccc(C)c(C)c3)C2)nc2ccccc21 (stereo not drawn),1%,1,-4%,0,-13%,i,-19%,3%,-9%,
Cc1cc(C)cc(NC(=O)CN(C)S(=O)(=O)c2cccc3nsnc23)c1,-6%,16,11%,0,-28%,i,-10%,-1%,1%,
CCOC(=O)N1CCC(Nc2c(Nc3cccc(CC)c3)c(=O)c2=O)CC1,2%,14,-4%,7,-12%,i,-9%,-5%,10%,
N#Cc1c(NC(=O)CSc2n[nH]c(Cc3ccccc3)n2)oc(-c2ccccc2)c1-c1ccccc1,-5%,0,0%,2,4.1µM*,i,5.2µM*,-7%,7%,
C/C(=N\O)c1ccccc1C(=O)O,9%,11,6%,12,-18%,i,-14%,-8%,11%,
Cc1cccc(-c2nnc(SCc3nc4ccccc4[nH]3)n2Cc2ccco2)c1,7%,1,0%,2,-4%,i,-1%,8%,-6%,
CCOc1ccc(S(=O)(=O)N2CCN(C(=O)c3cccn3C)CC2)cc1,7%,13,6%,0,2%,i,5%,-9%,12%,Spn PMK inh pilot replicates=3.5;Spn MK inh pilot replicates=0.0;DPM-DC inhibit pilot screen %=2.0
Cc1cc(C)n(CC(=O)N2c3ccccc3Sc3ccccc32)n1,30%,0,-6%,22,-2%,i,3%,-5%,10%,
COc1ccc(OC)c(-n2nnnc2SCC(=O)NCCc2ccccc2)c1,-3%,14,.,11,-16%,i,-19%,0%,9%,
CC(c1ccco1)N(C(=O)c1cccs1)c1ccccn1 (stereo not drawn),20%,4,-3%,0,-7%,i,20%,-3%,-1%,
Cc1ccc(CSCCNS(C)(=O)=O)cc1,6%,.,-6%,.,-12%,.,-1%,-4%,4%,
O=C1OC(N2CCN(C(=O)C3CCCO3)CC2)c2ccccc21 (stereo not drawn),0%,9,3%,6,-14%,i,-23%,-3%,4%,
O=C(Nc1ccccc1Cl)c1cc(S(=O)(=O)N2CCCC(C(=O)O)C2)ccc1F (stereo not drawn),10%,3,9%,7,20%,i,17%,-7%,5%,
Cc1ccc(NC(=O)CN2CC(C)SC2=NC2CCCCC2)cc1 (stereo not drawn),87%*,17,2%,2,-2%,i,-2%,-2%,17%,Spn PMK inh pilot replicates=4.5;Spn MK inh pilot replicates=2.0;DPM-DC inhibit pilot screen %=5.0
COCCOc1nc2c(c(=O)n(C)c(=O)n2C)n1CCc1ccccc1,0%,16,-23%,8,4%,i,8%,-3%,8%,
OCCNc1nc(Nc2ccccc2)nc(Nc2ccccc2)n1,1%,9,.,6,2%,i,-1%,-1%,3%,
SMILES,HT1080 viability,Spn PMK inh,LYP inhibition,Spn MK inh,HPDE-C7 viability,DPM-DC inhibit,HPDE-C7K KRASV12,Bfl-1 inhibitors,Alkaline phosphatase,others
COCCN(C(=O)Cc1cccs1)c1nnc(-c2cccnc2)s1,-15%,14,13%,0,0%,i,0%,1%,3%,
CCCC(=N)C1=C(O)CC(CC(C)SCC)CC1=O (stereo not drawn),18%,4,.,0,-6%,i,-1%,-9%,9%,
Cc1ccc(NC(=O)N2CCCC2C(=O)NCCc2ccccc2)cc1 (stereo not drawn),-6%,16,-1%,8,-9%,i,-23%,-4%,11%,
COC(=O)c1cnn2c(C)c(Cc3cccc(F)c3)c(C)nc12,2%,11,.,4,-3%,.,9%,0%,1%,
CN(C)C(=O)N1CCN(C(=O)c2ccccc2Sc2ccccc2C#N)CC1,0%,4,.,8,-7%,i,-6%,-4%,13%,
O=c1/c(=C/c2ccc(CNS(=O)(=O)c3ccccc3)o2)sc2n1CCN=2,-6%,5,8%,19,4%,i,4%,-3%,19%,
COc1cc2cc(C(c3nnnn3Cc3ccc(F)cc3)N3CCCCCC3)c(=O)[nH]c2cc1OC (stereo not drawn),0%,5,14%,7,0%,i,18%,-2%,8%,
O=C(CSc1nnc2c(Cl)cc(Cl)cn12)N1CCN(S(=O)(=O)c2ccccc2)CC1,-14%,20,.,6,-2%,i,1%,-3%,19%,
Cn1c(-c2ccc(Cl)cc2)cnc1N,-14%,12,.,4,-5%,i,-4%,2%,6%,
CN(C)CCCNC(=O)C1CCNCC1,-1%,0,.,1,-4%,i,6%,4%,-1%,
CCNC(=O)CC1C(=O)N(c2ccc(F)cc2)C(=O)N1CCC(C)C (stereo not drawn),-3%,9,9%,14,0%,i,1%,-2%,5%,Spn PMK inh pilot replicates=0.0;Spn MK inh pilot replicates=0.0;DPM-DC inhibit pilot screen %=0.0
Cc1ccc2[nH]c(=O)c3cc(C(=O)N4CCN(C(=O)c5ccco5)CC4)sc3c2c1,3%,8,3%,13,0%,.,-3%,4%,10%,
CNC(=O)c1sc2nc(-c3ccc(OC)cc3)cn2c1C,17%,11,0%,0,-4%,i,1%,1%,5%,
COc1nc2cc(C)ccc2cc1-c1noc(-c2cccnc2)n1,-2%,12,9%,6,8%,i,18%,-7%,4%,
O=C(Cn1cnc2sc(-c3ccccc3)cc2c1=O)N1CCOCC1,5%,6,9%,17,-9%,i,9%,-8%,15%,Spn PMK inh pilot replicates=2.0;Spn MK inh pilot replicates=0.0;DPM-DC inhibit pilot screen %=3.5
CC1(c2ccc(OC(F)F)cc2)NC(=O)N(CC(=O)Nc2ccc3c(c2)OCO3)C1=O (stereo not drawn),-2%,4,16%,9,-10%,i,-1%,-6%,20%,Spn PMK inh pilot replicates=1.0;Spn MK inh pilot replicates=1.0;DPM-DC inhibit pilot screen %=0.5
CCCCCc1nc2sc3c(c2c(=O)n1N)CCC3,-4%,4,5%,.,-3%,i,-8%,-6%,10%,
Cc1ccc2nc3ccc(N4CCN(C)CC4)nn3c(=O)c2c1,2%,7,4%,0,-3%,i,-2%,3%,6%,
S=c1nc2ccccc2c2nc(-c3ccccc3)[nH]n12,-2%,18,-2%,8,3%,i,13%,2%,7%,
CCOc1cccc(=O)c2c(C)n(Cc3ccco3)c(C)c12,-9%,11,.,3,-6%,i,10%,-6%,8%,
CSC1=NCCN1C(=O)c1ccc2c(c1)OCO2,-8%,15,.,7,0%,i,-1%,-1%,8%,
CCOC(=O)CC(=O)Nc1ccc(Br)cc1C(=O)O,9%,10,14%,5,-9%,i,10%,3%,13%,
Cc1cc(N2C(=O)C(=O)/C(=C(/O)c3ccc(F)cc3)C2c2ccc(F)cc2)no1 (stereo not drawn),-4%,6,4%,9,23%,i,17%,-1%,13%,Spn PMK inh pilot replicates=0.0;Spn MK inh pilot replicates=0.0;DPM-DC inhibit pilot screen %=1.0
Cc1ccc(S(=O)(=O)NC2=NCN(C3CCCCC3)CN2)cc1,0%,6,.,10,0%,i,-3%,-6%,9%,
COc1ccccc1Cc1noc(-c2cc(Cl)ccc2OC)n1,3%,0,13%,5,3%,i,6%,0%,6%,
SMILES,HT1080 viability,Spn PMK inh,LYP inhibition,Spn MK inh,HPDE-C7 viability,DPM-DC inhibit,HPDE-C7K KRASV12,Bfl-1 inhibitors,Alkaline phosphatase,others
CC(C)(C)C(=O)Nc1c2c(nc3c1CCC3)CCCC2,-4%,9,7%,3,-6%,i,-12%,2%,4%,
CCOCCCNS(=O)(=O)c1ccc2c(c1)OCCO2,1%,16,.,2,10%,i,11%,-5%,14%,
O=C(CC1(O)C(=O)N(Cc2ccc3c(c2)OCO3)c2ccccc21)c1ccccc1 (stereo not drawn),-44%,20,.,2,-7%,i,-28%,-1%,5%,
O=c1c(-c2ccccc2)c(O)c2cccc3c2n1CCC3,-1%,66*,11%,43*,-9%,+,-1%,2%,2%,
COc1ccc(N2C(=O)C3CCCN3C2c2ccc(C)o2)cc1Cl (stereo not drawn),-10%,11,-1%,1,.,i,.,-6%,14%,
CCCn1nnnc1SCC(=O)c1ccc(NC(C)=O)cc1,-3%,13,.,0,-16%,i,-4%,-4%,7%,
CN(C)CCCNCCCCNC(=O)/C=N/O,-4%,0,.,9,3%,i,12%,-2%,10%,
COc1ccc(C(=O)NCc2nnc(SCC(=O)N3CCC(C)CC3)o2)cc1OC,.,16,14%,4,-20%,i,-11%,-1%,4%,
Cc1cc(C)c2c(c1)NC(=O)C2(O)CC(=O)c1cccs1 (stereo not drawn),-7%,7,10%,7,-18%,i,-4%,4%,14%,
CCNc1nc(N)c(C(=O)c2ccc(Cl)s2)s1,-6%,5,4%,12,10%,i,-1%,-1%,18%,
Cc1cccc(OCCc2nnc(N)s2)c1C,-5%,9,.,11,-16%,i,-26%,-10%,6%,
CC(C)CN(C(=O)CSc1nnc2c(Cl)cc(C(F)(F)F)cn12)C1CCS(=O)(=O)C1 (stereo not drawn),-10%,13,.,7,-2%,i,5%,3%,16%,
CC(C)OCCCNC(=O)c1ccc(NS(C)(=O)=O)cc1,6%,0,7%,10,-11%,i,-18%,2%,10%,
CCOc1ccc(C(C)(C)C)cc1S(=O)(=O)N1CC(C)OC(C)C1 (stereo not drawn),-5%,0,8%,11,0%,i,2%,-6%,7%,
